TWEAK Fn14 block = inhibitors of TWEAK-Fn14 signaling, primary screen, luciferase reporter cells, uHTS. TWEAK-stimulated Fn14 reporter cells, luciferase luminescence, 8 h. inhibition, % at 10 µM. actives 2% (n = 360,000). AID 1159606, 2016; in the data active means inhibition above about 50%
Peg3 prom inh = Peg3 promoter-driven luciferase inhibitors, primary screen, cell-based, HeLa, luciferase luminescence | inhibition, % at 20 µM | actives 1.7% (n = 360,000) | HeLa PEG-Prom luciferase reporter, overnight;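 active means inhibition of at least 50% at 20 µM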
KKLEB tox = cytotoxicity in KKLEB CF airway cells, primary screen, cytotoxicity control for CF NF-kB inhibitor project, cell-based, uHTS, fluorescence assay plates; activity change (cytotoxicity), % at 5 µM; KKLEB CF airway cells viability, ATPlite luminescence, overnight; hits give low values; cells stimulated with P. aeruginosa culture filtrate; actives 0.36% (n = 360,000);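 active means corrected activity change at or below -50% at 5 µM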
Shn3 inh set2 = reduction of Shn3 3'UTR firefly luciferase signal, primary screen, Schnurri-3 inhibitor project, cell-based, Clone20 osteoblasts, set 2. Clone20 osteoblast Shn3 3'UTR firefly luciferase, 24 h. inhibition, % at 12.5 µM. actives 0.52% (n = 360,000);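 active means mean inhibition of at least 75% with every replicate also reaching 75%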;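 further: 0% = median of neutral control wells and 100% = pilot-screen positive control compound; some compounds past the cut are filed as inactive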
C8 TRAIL sens = viability loss with TRAIL in NB7+C8 cells, primary screen, TRAIL sensitizer project, cell-based, ATPlite luminescence; inhibition (viability loss, TRAIL sensitization), % at 10 µM; actives 1% (n = 360,000); AID 624354, 2012;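 active means compounds causing at least 50% loss of cell viability in the single-dose screen, relative to plate controls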
TRPM1 prom inh = inhibitors of MITF-dependent TRPM1 promoter reporter, primary screen, cell-based, SK-MEL-5, single point, luciferase; SK-MEL-5 TRPM1 promoter luciferase, 24 h; inhibition, % at 12.5 µM; actives 0.83% (n = 330,000); AID 488899, 2010;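 active means mean inhibition across replicates of 60% or more, whatever share of single replicates reaches that level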; further: values of inactives mirror those of a sister screen read the other way
HIF-2a inh = HIF-2a reporter inhibitors, primary screen, luminescence, 786-0 RCC cells. 786-0 RCC cells HIF-2a reporter, luciferase luminescence, overnight. inhibition, % at 18.8 µM. actives 0.72% (n = 360,000);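 active means inhibition of the luminescence signal of 40% or more relative to plate controls, in a single-dose primary screen at 18.75 µM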
NR2E3 ag-1 = inhibitors of NR2E3-RetCOR corepressor binding, primary screen, NR2E3 agonist project, biochemical, TR-FRET, GST-NR2E3, biotin-RetCOR. Photoreceptor-specific nuclear receptor (Homo sapiens), Q9Y5X4. 1536-well. inhibition of corepressor binding, % at 4.78 µM. actives 0.12% (n = 320,000). AID 2300, 2010;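 active means percent inhibition above the cutoff of mean plus 3 SD of all tested compounds, set per screening campaign, cut at about 20% in these data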;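 further: 0% = DMSO wells and 100% = biotin wells as full block of FRET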
Target sequence (Q9Y5X4 whole entry, looked up): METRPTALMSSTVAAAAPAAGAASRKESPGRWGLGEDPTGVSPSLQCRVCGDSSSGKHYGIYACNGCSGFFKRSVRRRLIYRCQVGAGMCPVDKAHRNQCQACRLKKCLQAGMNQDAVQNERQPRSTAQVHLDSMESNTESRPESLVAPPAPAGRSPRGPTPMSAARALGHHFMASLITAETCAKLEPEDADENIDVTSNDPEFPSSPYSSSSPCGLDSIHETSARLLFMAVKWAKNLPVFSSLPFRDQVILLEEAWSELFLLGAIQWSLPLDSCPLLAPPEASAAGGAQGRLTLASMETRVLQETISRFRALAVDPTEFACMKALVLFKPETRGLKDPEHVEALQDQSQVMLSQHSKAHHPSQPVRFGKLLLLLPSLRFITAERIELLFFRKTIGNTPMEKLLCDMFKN
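Test system – NR2E3–RetCOR corepressor complex · Quantity – NR2E3 fusion 1.35 nM · Buffer or medium – Tris pH 7.5 · Incubation – Compound–protein incubation for 5 h at 4 °C · Technique – TR-FRET, Eu(K)-anti-GST donor, streptavidin-D2 acceptor, ex 340, em 617/671 nm · Evaluation – percent inhibition of 671/617 nm emission ratio versus biotin and DMSO controls · Plate – 1536-well format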
CF NFkB block = inhibitors of PAF-induced NF-kB signaling, primary screen, cell-based, GFP fluorescence, uHTS; KKLEB NF-kB-GFP reporter, GFP fluorescence overnight; inhibition, % at 5 µM; actives 0.86% (n = 360,000); AID 588850, 2011;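 active means at least 50% inhibition at 5 µM, scaled per plate between neutral and stimulator controls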;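 further: PAF is a Pseudomonas aeruginosa culture filtrate used as stimulus; plate controls were PAF-stimulated DMSO wells for no effect and unstimulated DMSO wells for full effect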
NR2E3 ag-2 = NR2E3 agonists in two-hybrid cells, primary screen, cell-based, luminescence, CHO-S, Gal4-NCOR/VP16-NR2E3; AID 602229, 2012; luciferase; actives 0.35% (n = 360,000); inhibition of corepressor binding, % at 3.98 µM; Photoreceptor-specific nuclear receptor (Homo sapiens), Q9Y5X4;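 active means inhibition above the mean of all tested compounds plus 3 SD, cut at about 70% in these data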;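 further: 0% = DMSO with NR2E3 transfected cells and 100% = cells lacking NR2E3 construct; higher means lower luciferase signal from less NR2E3 corepressor binding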
TROY signal inh = inhibitors of TROY-driven NF-kB signaling, primary screen, Q293 LMP1-TROYcd cells, NF-kB luciferase, uHTS | Q293 LMP1-TROYcd NF-kB luciferase reporter, 4 h | inhibition, % at 10 µM | actives 0.98% (n = 360,000);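 active means compounds whose plate-normalised and pattern-corrected inhibition of the luciferase reporter signal at the single screening dose is 50% or more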
An asterisk follows results filed as active; · = no result given. An excerpt, so the mix of outcomes need not match the whole.

SMILES	TWEAK Fn14 block	Peg3 prom inh	KKLEB tox	Shn3 inh set2	C8 TRAIL sens	TRPM1 prom inh	HIF-2a inh	NR2E3 ag-1	CF NFkB block	NR2E3 ag-2	TROY signal inh
CCN(c1ccccc1)S(=O)(=O)c1ccc(C(=O)NCC(c2ccccc2OC)N2CCCC2)cc1 (configuration not stated)	14	11	14	8	9	-14	17	·	5	-5	-15
CSc1ccc(CN2CCC(C)(Oc3ccc(C(C)=O)cc3)C2)cc1 (configuration not stated)	-8	5	3	-4	12	·	-1	·	-9	-22	-3
O=C1c2ccccc2C(=O)N1n1c(=O)[nH]c2ccccc2c1=O	22	2	7	-8	14	1	21	0	-9	-7	12
O=C(CN1CCN(S(=O)(=O)c2ccc(Cl)cc2)CC1)Nc1ccc(F)cc1F	-37	-43	10	-26	17	-23	-58	-2	-14	-22	-4
Cc1ccc(-c2nnc(CCC(=O)N(C)Cc3nccs3)o2)s1	-15	-135	-1	13	1	-32	-116	0	-7	-27	9
COc1ccccc1NC(=O)c1cc2c(s1)-c1ccccc1S(=O)(=O)C2	-9	17	16	-29	7	4	-11	-1	3	4	-3
Cc1ccc(NC(=O)CSc2ncn[nH]2)cc1S(=O)(=O)N1CCOCC1	2	8	-10	7	-7	6	16	1	-1	6	12
COCc1[nH]nc2c1C(c1ccnc3ccccc13)C(C#N)=C(N)O2 (configuration not stated)	2	17	10	-8	-9	11	12	-2	-4	18	-5
O=C(CSc1nc2ccccc2c(=O)n1-c1ccccc1)Nc1ccc2c(c1)CCC2	14	21	-1	11	12	·	18	·	-20	3	-15
Cn1c(SCc2ccccc2F)nc2cccnc21	16	-256	-1	-13	-9	-37	-208	1	12	-97	-21
Cc1ccc(NS(=O)(=O)c2ccc3[nH]c(=O)c(=O)[nH]c3c2)cc1Cl	1	-6	14	-14	-8	2	-1	-1	-17	-53	18
C=CCn1c(C)cc(C(=O)COc2ccc(S(=O)(=O)N3CCCC3)cc2[N+](=O)[O-])c1C	-7	-26	6	-7	-12	-20	-78	1	-2	11	-32
COc1cc(/C=N/Nc2ccc([N+](=O)[O-])cc2S(=O)(=O)N2CCOCC2)cc(OC)c1OC	-38	17	8	3	10	-4	15	-1	5	-6	-10
Cc1ccc(S(=O)(=O)NCCC(=O)NNc2c(F)c(F)cc(F)c2F)cc1	7	13	-24	11	0	-2	7	·	15	14	0
CCOC(=O)C1=C(COC(=O)/C=C/c2ccc(OCC)c(OC)c2)NC(=O)NC1C (configuration not stated)	-17	14	-16	-11	0	6	-27	1	32	-6	5
CC(=C/c1ccccc1)/C=N/NC(=O)c1nnn(-c2nonc2N)c1CN1CCC(C)CC1	-11	24	-1	7	25	2	13	3	-3	-24	21
O=C(OCC(=O)c1ccc(Cl)s1)c1ccc2ccccc2n1	-9	-12	-4	-7	-6	1	-6	2	-16	-15	16
O=C(CS(=O)(=O)c1c[nH]c2ccccc12)N1CCCCCC1	-2	8	6	5	-2	14	6	2	-4	-6	11
COc1ccc(CNc2cc([N+](=O)[O-])ccc2OC)cc1	-14	-4	-8	15	-2	-9	-38	-1	-4	-20	-16
O=C(CCc1ccccc1)Nc1cc2c(cc1Cl)OCCO2	-19	-272	3	-94	3	-62	-231	1	-11	-109	-62
CN(CC(O)COc1c(F)cc(Br)cc1F)C1CCCCC1 (configuration not stated)	2	8	7	0	2	-5	20	5	13	21	5
COc1ccccc1CNC(=O)COC(=O)c1ccc(NC(N)=O)cc1	-6	17	3	-12	-3	12	28	1	-2	-1	16
C=CCNc1ncnc2c1ncn2[C@H]1CN(Cc2cccc3ccccc23)C[C@@H](CO)O1	-4	18	9	2	-10	·	12	·	-10	-10	2
COc1ccc(NC2=NCCC(=O)N2Cc2cccs2)cc1	-8	10	14	-5	-7	6	15	0	-35	6	-24
CCC(=O)C1CCCN(C(=O)c2ccc(OC3CCN(C(=O)CCOC)CC3)cc2)C1 (configuration not stated)	88*	7	2	4	21	13	6	-2	-10	-2	10
Cc1cc(C)nc(SCC(CSc2nc(C)cc(C)n2)C(=O)O)n1	1	19	-8	-29	1	0	15	-1	11	-29	10
Cc1ccccc1C(=O)NNC(=O)Cc1cccc2ccccc12	-5	-12	6	-16	-4	8	6	5	10	10	-12
O=C1CCCCN1CC(=O)N1CCCC(Nc2ccc(F)cc2)C1 (configuration not stated)	-14	-7	-13	1	-10	0	6	4	-3	-9	-10
CCOc1ccc(CN(C(=O)c2oc3ccccc3c2C)C2CCS(=O)(=O)C2)cc1 (configuration not stated)	1	25	-11	-17	10	13	-5	3	-9	-26	-5
Cc1ccc(C)c(N2CCN(c3ccc4cc(S(=O)(=O)N5CCCCC5)ccc4n3)CC2)c1	5	-3	-5	41	25	6	-12	0	11	17	-13
CC(=O)Nc1ccc(S(=O)(=O)N(C)c2ccc(O)cc2)cc1	-4	14	3	14	-2	-2	20	2	7	19	12
O=C(NCCc1ccccc1)c1ccc2[nH]c(=O)c(=O)[nH]c2c1	2	-8	12	11	6	-9	9	-1	-19	5	3
O=C(OCCc1cc2ccccc2c(=O)o1)c1ccccc1C(F)(F)F	-9	-42	8	23	-10	-3	-12	1	7	-19	-17
CCOC(=O)C(CC)/C(C)=N/NC(=O)c1ccc([N+](=O)[O-])cc1 (configuration not stated)	7	13	1	1	-3	-2	7	-1	5	-11	-14
C/C(=N\NC(=O)c1nn(C)cc1Br)c1cccc(NC(=O)C(C)(C)C)c1	-7	-28	7	-10	-6	-7	-21	-1	-20	-76	-66
CC1CC(C)CN(C(=O)c2cc(-c3ccncc3)nc3ccccc23)C1 (configuration not stated)	12	5	-20	-7	11	12	19	-5	7	-18	16
Cn1nc(-c2ccc(N3CCOCC3)c(NS(=O)(=O)c3ccccc3)c2)c2ccccc2c1=O	38	7	-8	-6	19	7	-28	-1	-102	-17	-27
COC(=O)CSc1nc2cc(Cl)ccc2c(=O)n1C1CCCC1	21	17	-15	-3	8	4	14	-1	17	8	20
CCC(CC)C(=O)Nc1ccc(Sc2ccc([N+](=O)[O-])cc2)cc1	41	23	-16	20	9	5	-35	5	0	28	55*
O=C(COC(=O)/C=C/c1ccc([N+](=O)[O-])cc1)NCc1ccc2c(c1)OCO2	-15	12	-2	-11	2	1	4	0	-22	19	-21
CCCC(=O)N1CCC1(C)C(=O)Nc1ccc2scnc2c1 (configuration not stated)	-2	-13	5	9	-11	·	-33	·	1	-20	-34
CN(C)S(=O)(=O)N(CC(=O)NCCSCc1ccc(Cl)cc1)c1ccccc1	-5	5	0	-13	0	-6	4	3	-5	-13	11
CN1CCN(C(=O)CCCN2C(=O)/C(=C/c3ccccc3)SC2=S)CC1	-13	25	-6	-102	21	-8	28	4	11	-1	-15
CCCCCCn1cc(CN2CC(N(C)CCC)CS2(=O)=O)nn1 (configuration not stated)	14	·	·	·	-4	·	7	·	·	10	-8
COc1ccc(C2NC(Cc3ccccc3)(C(=O)O)C3C(=O)N(c4ccccc4OC)C(=O)C23)cc1 (configuration not stated)	10	-2	4	12	-9	0	16	-1	-15	12	2
CCOc1ccc(Nc2nc3cc(S(=O)(=O)CC)ccc3o2)cc1	-19	-30	4	0	7	-20	-52	0	-2	-19	9
CC(=O)N1CCc2cc(S(=O)(=O)CCC(=O)N3CCN(C(=O)c4ccco4)CC3)ccc21	3	15	4	-6	-36	1	23	-2	1	6	-4
COc1ccc(CNC(=O)CSc2nnc(-c3ccc(NC(C)=O)cc3)n2C)cc1	6	-90	-8	-1	-7	-4	6	2	12	-15	2

10 compounds out of the list, ordered by heavy-atom count, falling:
SMILES	TWEAK Fn14 block	Peg3 prom inh	KKLEB tox	Shn3 inh set2	C8 TRAIL sens	TRPM1 prom inh	HIF-2a inh	NR2E3 ag-1	CF NFkB block	NR2E3 ag-2	TROY signal inh
Cn1nc(-c2ccc(N3CCOCC3)c(NS(=O)(=O)c3ccccc3)c2)c2ccccc2c1=O	38	7	-8	-6	19	7	-28	-1	-102	-17	-27
COc1cc(/C=N/Nc2ccc([N+](=O)[O-])cc2S(=O)(=O)N2CCOCC2)cc(OC)c1OC	-38	17	8	3	10	-4	15	-1	5	-6	-10
C=CCNc1ncnc2c1ncn2[C@H]1CN(Cc2cccc3ccccc23)C[C@@H](CO)O1	-4	18	9	2	-10	·	12	·	-10	-10	2
CCOc1ccc(CN(C(=O)c2oc3ccccc3c2C)C2CCS(=O)(=O)C2)cc1 (configuration not stated)	1	25	-11	-17	10	13	-5	3	-9	-26	-5
CN(C)S(=O)(=O)N(CC(=O)NCCSCc1ccc(Cl)cc1)c1ccccc1	-5	5	0	-13	0	-6	4	3	-5	-13	11
COc1ccccc1NC(=O)c1cc2c(s1)-c1ccccc1S(=O)(=O)C2	-9	17	16	-29	7	4	-11	-1	3	4	-3
COCc1[nH]nc2c1C(c1ccnc3ccccc13)C(C#N)=C(N)O2 (configuration not stated)	2	17	10	-8	-9	11	12	-2	-4	18	-5
O=C1CCCCN1CC(=O)N1CCCC(Nc2ccc(F)cc2)C1 (configuration not stated)	-14	-7	-13	1	-10	0	6	4	-3	-9	-10
O=C1c2ccccc2C(=O)N1n1c(=O)[nH]c2ccccc2c1=O	22	2	7	-8	14	1	21	0	-9	-7	12
CC(=O)Nc1ccc(S(=O)(=O)N(C)c2ccc(O)cc2)cc1	-4	14	3	14	-2	-2	20	2	7	19	12

Screening results (PubChem)
